Assay outcomes deposited in PubChem BioAssay by several laboratories.
PAFAH1B2 inh: PAFAH1B2 enzyme inhibitors, primary screen, biochemical, fluorescence polarization, human; Platelet-activating factor acetylhydrolase IB subunit alpha2 (Homo sapiens), P68402; recombinant PAFAH1B2, FP-rhodamine activity probe; inhibition, % at 3.39 µM; actives 1.2% (n = 340,000); AID 492953, 2010;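 active = inhibition above the mean of all tested compounds plus 3 SD, cut at about 24% in these data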;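 note: 0% = enzyme with DMSO and 100% = wells lacking PAFAH1B2; many of its hits are not listed in these tables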
MCL1-BIM inh: inhibitors of MCL1 binding to BIM-BH3, primary screen, biochemical, fluorescence polarization; GST-MCL1 / FITC-Bim-BH3 fluorescence polarization; inhibition, % at 10.9 µM; actives 0.68% (n = 320,000); AID 2057, 2009;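 active = inhibition above the mean inhibition of all tested compounds plus 3 SD, set per campaign, cut at about 40% in these data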;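 note: 0% = DMSO wells and 100% = unlabeled Bim-BH3 peptide control; higher means more loss of mP so more displacement of Bim peptide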
PME-1 inh: PME-1 inhibitors via competitive probe labeling, primary screen, biochemical, fluorescence polarization, FP-Rh probe, HTS; Protein phosphatase methylesterase 1 (Homo sapiens), Q9Y570; recombinant PME-1; actives 0.53% (n = 320,000); inhibition, % at 5.9 µM;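 active = inhibition above the campaign mean of all compounds plus 3 SD, cut at about 26% in these data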;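 note: competitive labeling of PME-1 active site by serine hydrolase directed probe; 0% = PME-1 with DMSO and 100% = wells lacking PME-1 enzyme; inhibitors block probe labeling so polarization falls and inhibition rises; many of its hits are not listed in these tables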
pPAFAH inh: pPAFAH enzyme inhibitors, primary screen, biochemical, fluorescence polarization, human; recombinant pPAFAH, FP-rhodamine probe fluorescence polarization; Platelet-activating factor acetylhydrolase (Homo sapiens), Q13093; inhibition, % at 3.39 µM; actives 1.5% (n = 330,000);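 active = inhibition above the mean inhibition across the screen plus 3 SD, cut at about 25% in these data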;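 note: inhibitors block binding of the rhodamine activity-based probe so polarization drops; 0% = enzyme with DMSO and 100% = wells lacking pPAFAH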
Fam108B counter: mouse Fam108B serine hydrolase inhibitors, primary screen, counter-screen for RBBP9 inhibitor project, biochemical, fluorescence polarization; recombinant Fam108B, FP-Rh probe fluorescence polarization; inhibition, % at 9.51 µM; actives 0.33% (n = 300,000); AID 1947, 2009;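 active = inhibition above the screen mean inhibition plus 3 SD, computed separately per campaign, cut at about 18% in these data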;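 note: inhibitors lower polarization as less probe binds the enzyme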
GLD-1 RNA inh: GLD-1/TGE RNA complex disruptors, primary screen, biochemical, fluorescence polarization. Female germline-specific tumor suppressor gld-1 (Caenorhabditis elegans), Q17339. purified GLD-1 + fluorescein TGE RNA. inhibition, % at 5.96 µM. actives 0.44% (n = 320,000). AID 2280, 2010;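 active = percent inhibition above a per-plate cutoff, the plate mean of test compounds plus 3 SD, cut at about 30% in these data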;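 note: 0% = DMSO wells with GLD-1 and probe and 100% = wells lacking GLD-1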
Target sequence (Q17339 whole entry, looked up): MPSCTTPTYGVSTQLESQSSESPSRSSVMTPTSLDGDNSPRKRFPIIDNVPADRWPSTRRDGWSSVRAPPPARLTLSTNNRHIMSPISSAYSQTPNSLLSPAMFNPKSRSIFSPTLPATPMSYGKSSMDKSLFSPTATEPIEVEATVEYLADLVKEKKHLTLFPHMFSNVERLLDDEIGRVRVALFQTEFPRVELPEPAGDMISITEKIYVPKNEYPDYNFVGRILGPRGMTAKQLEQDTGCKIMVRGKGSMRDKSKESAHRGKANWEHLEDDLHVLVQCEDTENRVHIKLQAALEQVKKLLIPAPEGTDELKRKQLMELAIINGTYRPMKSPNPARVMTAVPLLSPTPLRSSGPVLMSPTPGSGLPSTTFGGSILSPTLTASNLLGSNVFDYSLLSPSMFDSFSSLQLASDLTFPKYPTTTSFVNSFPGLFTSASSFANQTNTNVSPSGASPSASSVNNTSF
AHR activator: AHR activators, primary screen, cell-based, luminescence, luciferase reporter, human | Aryl hydrocarbon receptor (Homo sapiens), P35869 | AHR-responsive luciferase reporter cells | activation, % at 5 µM | actives 2.5% (n = 320,000) | AID 2796, 2010; in the data active = activation above about 47%;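 note: 0% = vehicle wells and 100% = reference agonist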
Bcl-xL primary: inhibitors of human Bcl-xL, primary screen, biochemical, fluorescence polarization, HTS; inhibition, % at 10.9 µM; actives 0.7% (n = 320,000); GST-Bcl-xL / FITC-Bim BH3 peptide fluorescence polarization;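 active = inhibition above the mean of all tested compounds plus 3 SD, cutoff set per campaign, cut at about 30% in these data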;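 note: 0% = DMSO wells and 100% = unlabeled Bim-BH3 peptide competitor; inhibitors lower millipolarization by displacing the labeled peptide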
MEX-5 binding: MEX-5 zinc finger RNA-binding disruptors – biochemical, C. elegans, fluorescence polarization, MLPCN library, primary screen; MEX-5/FITC-TCR2 RNA binding; hits give low values; actives 0.38% (n = 300,000); activity score (negative = inhibition of binding), % at 10 µM; Zinc finger protein mex-5 (Caenorhabditis elegans), Q9XUB2;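 active = inhibition past about -25% in most replicates, and total fluorescence under double the plate's negative control median, limit read from the data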;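 note: 0% = DMSO and -100% = 5 µM competing unlabeled TCR2 RNA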
Target sequence (Q9XUB2 whole entry, looked up): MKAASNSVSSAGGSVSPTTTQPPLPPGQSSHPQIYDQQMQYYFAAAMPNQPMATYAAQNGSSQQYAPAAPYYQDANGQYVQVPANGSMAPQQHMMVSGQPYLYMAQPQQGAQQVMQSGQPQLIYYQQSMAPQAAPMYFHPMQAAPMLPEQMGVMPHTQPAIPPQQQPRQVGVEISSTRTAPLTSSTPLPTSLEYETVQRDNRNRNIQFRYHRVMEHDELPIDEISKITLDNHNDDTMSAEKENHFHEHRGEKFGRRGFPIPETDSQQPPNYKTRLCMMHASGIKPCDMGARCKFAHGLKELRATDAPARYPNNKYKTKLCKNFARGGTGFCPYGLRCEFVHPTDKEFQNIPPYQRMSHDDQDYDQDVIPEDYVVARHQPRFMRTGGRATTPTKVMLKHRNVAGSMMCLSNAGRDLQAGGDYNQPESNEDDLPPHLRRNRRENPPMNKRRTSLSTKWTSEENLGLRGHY
* marks the source's active call; other numbers are inactive results; . = no result given.

SMILES | PAFAH1B2 inh | MCL1-BIM inh | PME-1 inh | pPAFAH inh | Fam108B counter | GLD-1 RNA inh | AHR activator | Bcl-xL primary | MEX-5 binding
O=C1CCCC2=C1C(c1cccc(Br)c1)n1nc(-c3ccco3)nc1N2 (configuration not stated) | 6 | -4 | 0 | 5 | -5 | -8 | -1 | 7 | -2.3
COCCN1CCN(c2c3c(nc4cc(-c5cccc(F)c5)nn24)CCC3)CC1 | 4 | -1 | 7 | 1 | 5 | -2 | 10 | 3 | 0.5
COc1ccc(N(C(=O)Cn2cnc3ccccc32)C(C(=O)NC2CCCCC2)c2ccccc2)cc1 (configuration not stated) | 7 | 0 | 3 | 6 | 5 | 7 | -1 | 0 | -3.1
O=C(NCc1cccnc1)c1cc(Cl)ccc1[N+](=O)[O-] | 5 | 7 | 3 | 4 | -1 | -3 | 74* | 2 | 0.3
COc1ccc(CSCC(=O)N/N=C/c2ccccc2OCc2ccccc2)cc1 | -9 | -16 | -6 | 5 | -11 | -4 | 4 | -8 | -3.1
COc1ccc(Cl)cc1NC(=O)NC(C)c1ccncc1 (configuration not stated) | -2 | 5 | -5 | 1 | -2 | 4 | 22 | 6 | -1.6
CCc1ccc(CN(C)C(=O)c2ccc3c(c2)OCCO3)cc1 | 6 | -2 | -7 | 7 | -2 | -4 | 3 | 0 | 0.4
NC(=O)CC(NC(=S)NCc1ccccc1)C(=O)O (configuration not stated) | 9 | 9 | 2 | 1 | 3 | -8 | 2 | 0 | 1.4
c1ccc2c(c1)CC/C2=N/Nc1nc2ccccc2[nH]1 | 2 | 8 | -23 | 10 | 1 | 8 | 48* | 7 | 1.3
O=C(c1cc(-c2ccccc2)on1)N1CCCc2ccccc21 | 3 | -6 | -8 | 3 | 0 | 3 | 1 | 1 | -0.9
CCCc1nc(SCc2ccccn2)c2c(=O)n(C)c(=O)n(C)c2n1 | 6 | 3 | 6 | 9 | -3 | 5 | 16 | 3 | -2.2
CCS(=O)(=O)N1CCN(C(C)CCc2ccccc2)CC1 (configuration not stated) | 4 | 4 | -1 | 4 | 0 | 5 | 1 | 6 | -3.1
COCc1nc2oc3ccccc3c(=O)c2cc1C(=O)OC | 2 | 2 | 0 | 8 | -1 | 3 | 12 | 4 | 2.9
CCOC(=O)c1cc(-c2ccccc2)n(CC(=O)Nc2ccc(OC)c(OC)c2)c1C | 5 | 7 | 1 | 15 | -3 | 7 | -1 | 6 | 0.7
Cc1nnc(NC(=O)c2ccc(S(=O)(=O)N3CCc4ccccc4C3)cc2)o1 | 9 | 0 | -2 | 1 | -2 | -2 | -2 | 0 | 0.8
CCCNS(=O)(=O)c1ccc(OCC(=O)Nc2ccccc2F)cc1 | 3 | -5 | -4 | 5 | -4 | -3 | 2 | 2 | -9.6
O=C(Nc1ccc(N2CCOCC2)cc1N1CCOCC1)c1ccc([N+](=O)[O-])cc1Cl | 1 | 4 | -4 | -6 | -1 | 5 | 3 | 5 | 1.4
COc1ccc(Br)c(C(=O)N2CCN(S(=O)(=O)/C=C/c3ccccc3)CC2)c1 | 5 | 1 | 10 | 2 | 0 | 0 | -2 | 1 | 0.3
COc1ccccc1/C=C/C=N/n1c(-c2cc(-c3ccccc3)n[nH]2)n[nH]c1=S | 8 | -17 | 27* | 23 | 2 | 5 | 11 | -15 | -3.0
Cc1ccccc1CN1CCN(C(=O)c2ccc(S(=O)(=O)NCc3ccco3)cc2)CC1 | 1 | 2 | 4 | 4 | . | 2 | -3 | 4 | .
Cc1ncsc1C(=O)N1N=C2/C(=C/c3ccc(N4CCOCC4)cc3)CCCC2C1c1ccc(N2CCOCC2)cc1 (configuration not stated) | -1 | -9 | 1 | 9 | 0 | -10 | 12 | -5 | -5.9
CCOc1ccccc1Oc1coc2cc(OC(=O)c3ccco3)ccc2c1=O | 1 | 6 | -5 | 5 | 1 | 2 | 1 | 2 | 2.6
Cc1cccc(NNC(=S)Nc2c(C)cccc2C)c1 | 7 | 9 | -3 | 8 | -2 | 2 | 2 | 9 | 0.5
NNC(=S)Nc1ccc(OC(F)(F)F)cc1 | 2 | 12 | -1 | 0 | 1 | 1 | 14 | 7 | -2.3
CN1CCN(CCOC2Cc3ccccc3Sc3ccc(Cl)cc32)CC1 (configuration not stated) | -3 | -4 | -5 | 2 | 5 | 0 | 3 | 4 | -0.9

PME-1 inh, what is marked active above
smiles	PAFAH1B2 inh	MCL1-BIM inh	PME-1 inh	pPAFAH inh	GLD-1 RNA inh	AHR activator	Bcl-xL primary	MEX-5 binding
COc1ccccc1/C=C/C=N/n1c(-c2cc(-c3ccccc3)n[nH]2)n[nH]c1=S	8	-17	27*	23	5	11	-15	-3.0

Following part
SMILES | PAFAH1B2 inh | MCL1-BIM inh | PME-1 inh | pPAFAH inh | Fam108B counter | GLD-1 RNA inh | AHR activator | Bcl-xL primary | MEX-5 binding
COc1ccc(OC)c(C(=O)c2coc3ccc(O)cc23)c1 | 10 | 5 | -8 | 4 | 1 | 3 | -6 | 2 | -1.5
CC1CCCN(C(=O)CCCNC(=O)c2ccc(Cl)cc2)C1 (configuration not stated) | -3 | 3 | 2 | -2 | 0 | 3 | 3 | 3 | -0.1
CCCOc1ccc(C(=O)NNC(=O)CCNC(=O)c2ccco2)cc1OC | 2 | -7 | -1 | 21 | -2 | 4 | 5 | 0 | 0.3
COCCn1c(SCC(=O)Nc2ccc3[nH]c(=O)[nH]c3c2)nc2ccccc21 | 0 | . | . | 7 | . | -2 | 2 | . | .
COc1cccc(/C=C(\C#N)C(=O)NC2CCS(=O)(=O)C2)c1 (configuration not stated) | -1 | 2 | 1 | -2 | -2 | 2 | -2 | 5 | 1.7
CCN(CC(=O)NCc1ccc(Cl)cc1)C(=O)CSCC(=O)Nc1cccc(C)c1 | 0 | -16 | 1 | 11 | -2 | 6 | 0 | -4 | -2.5
O=C(Nc1cccc(-c2cnc3ccccc3n2)c1)c1ccc(Cl)cc1 | 6 | -6 | -2 | -7 | -2 | 9 | 4 | -2 | -0.1
COc1ccc(CN2C(=O)[C@@H]3C(c4ccccc4Cl)=NO[C@@H]3C2=O)cc1 | 9 | -2 | -1 | 4 | -3 | 1 | -1 | 2 | -0.8
COc1cc2c(C(=O)N3CCN(c4ccccc4)CC3)c(C)oc2cc1Br | 4 | -2 | 4 | -2 | -1 | 5 | -1 | 2 | 1.6
CCCOC(=O)CCCC[C@H]1SC[C@@H](NC(=O)OC)[C@H]1NC(=O)OC | 6 | -4 | 2 | -1 | -2 | 8 | 0 | -1 | -1.5
CCOC(=O)c1cn(CC(=O)Nc2ccc(OC)cc2OC)nn1 | 2 | 1 | 0 | -2 | 7 | -7 | 2 | 2 | -1.4
Oc1ccccc1N1CCN(c2ncccn2)CC1 | 2 | 5 | 2 | 7 | -5 | 0 | 10 | 2 | -1.9
CCC(C)NS(=O)(=O)c1ccc(OCC(=O)NCC2CCCO2)cc1 (configuration not stated) | 3 | 6 | 5 | 0 | -1 | 2 | -2 | 8 | 0.3
COc1ccccc1NCCC(=O)O | -6 | 1 | -1 | 2 | -3 | 4 | 1 | 2 | 3.4
O=C(/C=C/Nc1cccc(C(F)(F)F)c1)C(F)(F)F | 3 | 2 | -2 | 4 | -1 | 1 | 0 | 2 | .
CCOC(=O)c1cccc(NC(=O)c2ccc(-n3cnnn3)cc2)c1 | -1 | . | . | -6 | . | 4 | -1 | . | .
Cc1cccc(N2CCN(C(=O)NC(C)c3ccc(F)c(F)c3)CC2)c1C (configuration not stated) | 2 | 7 | -1 | 5 | -1 | 5 | -4 | 4 | 0.5
COc1cc(/C=C/C(=O)Nc2cccnc2)cc(OC)c1OC | -3 | -7 | -4 | -6 | -6 | 7 | 9 | -3 | 0.8
CC(C)CSc1n[nH]c(=S)s1 | 7 | -9 | 5 | -1 | 1 | 3 | -1 | -1 | 0.9
C=C(C)CNC(=S)N1CCNC(=O)C1CC(=O)OC (configuration not stated) | 7 | -6 | -10 | 5 | -1 | 3 | 2 | 1 | 2.0
COc1ccc(NC(=O)COC(=O)c2ccc(OCc3c(C)noc3C)cc2)cc1OC | 0 | -5 | -10 | 15 | 0 | 7 | 0 | -2 | 2.9
O=C(NC1CCCCC1)N(CCN1CCCC1)Cc1cc2cc3c(cc2[nH]c1=O)OCCO3 | -2 | 5 | -8 | 1 | 0 | 4 | 1 | 2 | -1.0
COc1ccccc1CNC(=O)COC(=O)c1ccc(S(=O)(=O)N2CCCCC2)cc1 | 2 | . | . | 5 | . | 2 | -1 | . | .
CCc1nnc(NC(=O)CCC(=O)NC2CCCCCC2)s1 | 6 | 3 | -6 | 2 | 6 | -6 | 2 | 7 | 3.9
Cc1ccc(Cn2cnc3ccccc32)cc1 | 9 | 0 | 0 | -3 | 0 | -4 | -4 | -1 | 1.0
CCc1nc(SCc2ccc(F)cc2)n[nH]1 | -1 | -4 | -2 | -2 | -4 | 1 | 1 | -2 | 0.6

An excerpt from further up, as a working copy:
SMILES | PAFAH1B2 inh | MCL1-BIM inh | PME-1 inh | pPAFAH inh | Fam108B counter | GLD-1 RNA inh | AHR activator | Bcl-xL primary | MEX-5 binding
COc1ccc(OC)c(C(=O)c2coc3ccc(O)cc23)c1 | 10 | 5 | -8 | 4 | 1 | 3 | -6 | 2 | -1.5
CC1CCCN(C(=O)CCCNC(=O)c2ccc(Cl)cc2)C1 (configuration not stated) | -3 | 3 | 2 | -2 | 0 | 3 | 3 | 3 | -0.1
CCCOc1ccc(C(=O)NNC(=O)CCNC(=O)c2ccco2)cc1OC | 2 | -7 | -1 | 21 | -2 | 4 | 5 | 0 | 0.3
COCCn1c(SCC(=O)Nc2ccc3[nH]c(=O)[nH]c3c2)nc2ccccc21 | 0 | . | . | 7 | . | -2 | 2 | . | .
COc1cccc(/C=C(\C#N)C(=O)NC2CCS(=O)(=O)C2)c1 (configuration not stated) | -1 | 2 | 1 | -2 | -2 | 2 | -2 | 5 | 1.7
CCN(CC(=O)NCc1ccc(Cl)cc1)C(=O)CSCC(=O)Nc1cccc(C)c1 | 0 | -16 | 1 | 11 | -2 | 6 | 0 | -4 | -2.5
O=C(Nc1cccc(-c2cnc3ccccc3n2)c1)c1ccc(Cl)cc1 | 6 | -6 | -2 | -7 | -2 | 9 | 4 | -2 | -0.1
COc1ccc(CN2C(=O)[C@@H]3C(c4ccccc4Cl)=NO[C@@H]3C2=O)cc1 | 9 | -2 | -1 | 4 | -3 | 1 | -1 | 2 | -0.8
COc1cc2c(C(=O)N3CCN(c4ccccc4)CC3)c(C)oc2cc1Br | 4 | -2 | 4 | -2 | -1 | 5 | -1 | 2 | 1.6
CCCOC(=O)CCCC[C@H]1SC[C@@H](NC(=O)OC)[C@H]1NC(=O)OC | 6 | -4 | 2 | -1 | -2 | 8 | 0 | -1 | -1.5
CCOC(=O)c1cn(CC(=O)Nc2ccc(OC)cc2OC)nn1 | 2 | 1 | 0 | -2 | 7 | -7 | 2 | 2 | -1.4

Only part of the results is shown. The share of hits here may be higher or lower than overall.
